# H37Rv inhibition: M. tuberculosis growth inhibition, HTS (AID 449762); M. tuberculosis H37Rv growth inhibition, 7H9 media; higher % means a stronger effect; one-dose inhibition, % at 25 µM; IC50 in µM for titrated hits; 330,000 compounds, 0.59% hits; in the data active = a potency from the dose series; inconclusive = inhibition above about 70% without an active follow-up result;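 also: bacterial growth assessed after seven days of incubation; strong numbers were not always called active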
# M. tuberculosis: growth inhibition of non-replicating M. tuberculosis (AID 488890); Mycobacterium tuberculosis non-replicating, growth inhibition; higher % means a stronger effect; inhibition, % at 25 µM; hits with a dose series show IC50 in µM; 320,000 compounds, 0.39% hits; in the data active = a potency from the dose series; inconclusive = inhibition mostly from about 82% at the one dose, without a potency; inactive = the rest, 99 in 100 with inhibition below about 76%;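 also: plate controls were DMSO cells for no effect and high antibiotic wells for full effect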
# influenza NS1A: NS1A inhibition, H1N1 influenza, cell based functional assay (AID 504329); NS1A functional cell-based assay, percent inhibition; higher % means a stronger effect; inhibition, % at 12.5 µM; hits with a dose series show IC50 in µM; 340,000 compounds, 0.3% hits; in the data active = a potency from the dose series; inconclusive = inhibition above about 27% without an active follow-up result; also: strong numbers were not always called active
# Salmonella PhoP GFP: Inhibition of PhoP regulon, Salmonella typhi GFP reporter cells, confirmation, 4 h (AID 1850) | inhibition, % at 50 µM, or IC50 in µM where a hit was titrated | 310,000 compounds, 0.33% hits | Salmonella Typhi PhoP-promoter GFP reporter, fluorescence, 4 h; higher % means a stronger effect; in the data active = a potency from the dose series; inconclusive = inhibition mostly from about 25% at the one dose, without a potency; inactive = the rest, 99 in 100 with inhibition below about 19%;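 also: 0% = induced wells with vehicle and 100% = uninduced wells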
# VEEV TC-83 Vero: inhibitors of VEEV TC-83 cytopathic effect, confirmation, Vero cells (AID 588727); Vero cells, VEEV TC-83 cytopathic effect inhibition; higher % means a stronger effect; inhibition, % at 20 µM, or IC50 in µM where a hit was titrated; 350,000 compounds, 0.13% hits; in the data active = a potency from the dose series; inconclusive = inhibition mostly from about 14% at the one dose, without a potency; inactive = the rest, 99 in 100 with inhibition below about 12%; also: strong numbers were not always called active
# VEEV TC-83 Vero 10K pilot screen: recorded beside VEEV TC-83 Vero, whose call it bears; inhibition, %; measured here: 10K pilot screen inhibition
# The depositor's hits bear a star; i = inactive; ? = inconclusive; nt = not tested or not shown.
SMILES,H37Rv inhibition,M. tuberculosis,influenza NS1A,Salmonella PhoP GFP,VEEV TC-83 Vero,others
CSc1ccc(CNC(=O)C2CCC(=O)N(Cc3cccc(F)c3)C2)cc1 (stereo not given),-2%,2%,0%,-4%,4.5%,
Cc1ccc(NC(=O)CSc2ccc(-c3ccco3)nn2)cc1,18%,78%,0%,24%,i,
CSc1ccccc1NC(=O)Cc1ccccc1,3%,2%,-4%,0%,0.7%,
Cc1cc(C)cc(C(=O)Nc2nnc(SCC(=O)N3CCCc4ccccc43)s2)c1,6%,16%,-4%,3%,8.3%,
CO/N=C(\c1ccccc1)c1cccnc1,-1%,-1%,-2%,-2%,2.9%,
NNC(=O)COc1ccc(C2SCCS2)cc1,5%,3%,-11%,-26%,2.1%,
Cc1ccccc1C(=O)NNC(=O)c1ccncc1,-5%,1%,-8%,-5%,0.5%,
CCCC1(CCC)C(=O)NC(=Nc2ccc(C)cc2)NC1=O,2%,-18%,nt,1%,nt,
CCc1ccc(NC(=O)CCC(=O)Nc2nnc(C(C)C)s2)cc1,51%,-1%,0%,10%,0.3%,
Cc1n[nH]c(C)c1CCNC(=O)C1CCC(=O)N(CCc2cccc(F)c2)C1 (stereo not given),5%,-4%,-11%,-3%,0.8%,
COc1ccc(NC(=O)c2ccc3c(c2)C(=O)N(CC2CCCO2)C3=O)cc1O (stereo not given),-21%,4%,-10%,-4%,3.5%,
CC(C)c1ccc(S(=O)(=O)N2CCN(C(=O)C3CC3C)CC2)cc1 (stereo not given),1%,-4%,-14%,5%,4.7%,
CCOc1ccccc1NC(=O)c1cccc(NC(=O)c2ccco2)c1,-2%,17%,-5%,-7%,8.4%,
CN1CCC(N(C)S(=O)(=O)c2ccc(NC(=O)COc3ccc(Cl)cc3)cc2)CC1,0%,16%,-7%,nt,47%,
CCc1cccc2c(SC(C)C(=O)NCC3CCCO3)nc(-c3ccccc3)nc12 (stereo not given),-5%,-4%,-5%,20%,0.2%,
Cc1cc(C)c(C)c(OCCCCN(C)Cc2ccccc2)c1,5%,20%,-2%,-3%,i,
Clc1ccc(COc2cccc(CNCc3ccncc3)c2)cc1,?,71%,1%,0%,i,
O=C(OCC(=O)N1CCC(c2ccccc2)=N1)c1ccc(Cl)s1,21µM*,?,-2%,nt,2.6%,
CCc1ccc(NC(=O)[C@H](C)NC(=O)C2CCN(C(=O)[C@@H](NC(=O)OC(C)(C)C)C(C)C)CC2)cc1,-6%,8%,20%,1%,9.4%,
COc1ccc(OC)c(C(c2nnnn2CCc2ccccc2)N2CCN(c3ccccc3)CC2)c1 (stereo not given),5%,23%,4%,-7%,i,
CC(C)(C)c1[nH]nc2c1C(c1ccc(OC(=O)c3ccco3)cc1)C(C#N)=C(N)O2 (stereo not given),-4%,?,7%,-8%,0.1%,
O=C(Cn1ncc(Cl)c(Cl)c1=O)NCC1CCCCC1,56%,?,-7%,-7%,?,
O=C(Nc1c(C(=O)O)[nH]c2ccccc12)NC1CCCCC1,2%,13%,1%,1%,5.9%,
CCn1c(SCC(=O)N2CCC(C)CC2)nc2c1c(=O)n(C)c(=O)n2C,-13%,0%,-5%,7%,i,
COc1ccc(CNC[C@H]2O[C@@H](n3cnc4c(N)ncnc43)[C@H](O)[C@@H]2O)cc1OC,5%,-29%,19%,nt,i,
C=CCSc1nc(=O)n2ccccc2n1,1%,7%,-5%,0%,0.0%,
Nc1nc(NC(=O)c2ccc(F)cc2)ns1,-1%,-16%,-11%,-17%,1.1%,
COC(=O)c1cccc(NC(=O)Nc2ccc(Cl)cc2Cl)c1,2%,-1%,-6%,-4%,2.8%,
CCCCn1c(N)c(N(CCOC)C(=O)c2cnccn2)c(=O)[nH]c1=O,-18%,-9%,-2%,7%,5.2%,
CC(C)(C)NC(=O)C(=O)NCc1ccccn1,-1%,-6%,5%,0%,0.8%,
Cc1ccc(-c2nc(NCc3ccco3)n(C(=O)c3ccco3)n2)cc1,1%,-11%,-7%,1%,1.4%,
Cn1cnnc1SCC(=O)c1c(N)n(Cc2ccccc2)c(=O)n(C)c1=O,-3%,-11%,nt,-2%,3.5%,
CC1=C(C(=O)OCC2CCCCC2)C(c2ccccc2F)NC(=O)N1 (stereo not given),3%,-11%,nt,-10%,i,
CCCCn1c(N)c(N(CCC(C)C)C(=O)CSc2nnc(Nc3ccccc3)s2)c(=O)[nH]c1=O,5%,9%,-1%,-6%,7.0%,
Cc1cc(C)n(CCNC(=O)c2cc(COc3ccc4ncccc4c3)on2)n1,5%,14%,8%,-2%,i,
Cc1ccc(Nc2cc(C(=O)NCCCN3CCOCC3)c3ccccc3n2)cc1C,10%,0%,8%,0%,6.8%,
Cn1c(C(=O)OCC(=O)NCc2ccco2)cc2sccc21,-2%,-3%,0%,9%,0.8%,
COC(=O)/C(C#N)=C/c1c(N2CCN(c3ccccc3)CC2)nc2c(C)cccn2c1=O,nt,nt,6%,nt,1.4%,
O=C(CCC(=O)c1ccc(F)cc1)NC1CCCN(Cc2ccccc2F)C1 (stereo not given),-7%,-7%,-5%,-4%,0.4%,
C=CCn1c(N)cc(=O)nc1SC(C)C(=O)Nc1ccc(C(=O)OCC)cc1 (stereo not given),6%,38%,-9%,9%,i,
CCCn1c(SCC(=O)Nc2cccc(C)n2)nnc1C(C)C,-1%,7%,nt,-10%,i,
Cc1ccccc1OCC(=O)Nc1ccc(N2CCN(C(=O)C(C)C)CC2)c(Cl)c1,?,51%,-1%,-1%,7.6%,
CN(CCc1ccccc1)C(=O)c1ccc(NC(=O)Cc2ccc(NC(=O)C3CCCN(C(=O)C4CCCCC4)C3)cc2)cc1 (stereo not given),nt,nt,-3%,nt,2.1%,
Cn1cccc1/C=N/n1c(-c2ccc(Cl)cc2)n[nH]c1=S,2%,-6%,-2%,19%,1.8%,
Cc1n[nH]c(C)c1CCC(=O)N/N=C/c1c(C)[nH]c2ccccc12,5%,-5%,-2%,1%,1.6%,
CCn1c(CCNC(=O)c2ccc(C)cc2)n[nH]c1=S,-1%,-3%,-2%,-7%,0.3%,
COc1ccc(S(=O)(=O)N(C)CC(=O)NCc2cccnc2)cc1Cl,1%,-12%,2%,0%,i,VEEV TC-83 Vero 10K pilot screen=0.3
COc1ccc2c(Cl)c(C(=O)OCC(=O)c3ccc4c(c3)NC(=O)CO4)sc2c1Cl,nt,nt,0%,nt,i,
O=C(Oc1c(-c2ccccc2Cl)oc2ccccc2c1=O)c1ccc(Cl)cc1,25%,-7%,-8%,-5%,5.1%,
O=S(=O)(c1cccc(F)c1)N1CCC(CO)(Cc2cccc(F)c2)CC1,11%,-2%,12%,-53%,2.2%,
COc1ccc(N(C)S(=O)(=O)c2cccc(C(=O)OCC(=O)N(C)c3ccccc3)c2)cc1,2%,18%,6%,nt,9.2%,
CCOC(=O)C1=C(C)NC(C)=C(C(=O)OCC)C1C(=O)OCC(=O)N1CCc2ccccc2C1,-1%,15%,-9%,0%,7.3%,
O=C(CC1c2ccccc2Oc2ccccc21)NCc1ccco1,1%,12%,10%,-3%,i,
CC(C)CNc1c(N)c(=O)oc2ccccc12,5%,18%,3%,-17%,1.3%,
Cc1cccc(NC(=O)c2ccccc2OCC(=O)N2CCCC2)c1C,-2%,-3%,nt,-21%,nt,
CN1CCN(C2=NC3(CCCC3)C(C#N)C(=O)N2)CC1 (stereo not given),-9%,-10%,-3%,-4%,2.4%,
O=[N+]([O-])c1ccc(Oc2c(F)c(F)nc(N3CCCC3)c2F)cc1,-7%,9%,0%,-1%,0.7%,
CCC(=O)Nc1c(-c2ccccc2Cl)c(=O)c2ccccc2n1CC,1%,-9%,-2%,2%,0.6%,
Cc1ccc2nc(C)c3c(c2c1)COC3,-5%,i,-2%,-1%,i,
CC(C)(C)NC(=O)NC(=O)CSc1n[nH]c(-c2ccccc2Br)n1,0%,30%,-3%,-2%,2.5%,
# The list goes on.
SMILES,H37Rv inhibition,M. tuberculosis,influenza NS1A,Salmonella PhoP GFP,VEEV TC-83 Vero,others
Clc1cccc2sc(N3CCCC3)nc12,0%,19%,0%,11%,4.8%,
Fc1ccc(-c2nnsc2Sc2ccccn2)cc1,5%,-16%,0%,-3%,0.5%,
C#CCNC(=O)C1=C[C@H](C2CCCCC2)[C@@H](CCCO)[C@H](OCC)O1,4%,21%,0%,10%,i,
CCCN=C1N(CC)C[C@@H]2[C@@H]3C(=O)N(C)C(=O)[C@@H]3[C@](C)(C(=O)OC)N12,nt,nt,-4%,nt,1.0%,
CCN(CC)c1ccc(CC2C(=O)N(C)C(=O)N(C)C2=O)cc1,-6%,24%,15%,-2%,0.5%,
CC(=O)c1ccc(N2CCN(c3ncccn3)CC2)c([N+](=O)[O-])c1,12%,4%,6%,-11%,0.5%,
COC(=O)c1ccc(Oc2ccc3nncn3n2)cc1,-1%,10%,-5%,-3%,0.2%,
CC(=O)Nc1ccc(S(=O)(=O)N(C)CC(=O)OCC(=O)Nc2ccc3c(c2)OCO3)cc1,-4%,1%,0%,8%,i,
Cc1ccc(/C=C(/NC(=O)c2ccccc2)C(=O)NCCc2c[nH]c3ccccc23)o1,0%,11%,-15%,-3%,9.5%,
Cc1nc2ccccc2c(=O)n1-c1cccc(NC(=O)c2cccs2)c1,?,5%,-11%,3%,5.4%,
CCOC(=O)/C(C#N)=N/Nc1ccccc1OC,11%,38%,-8%,3%,0.6%,
N[C@@H](Cc1cc(I)c(O)c(I)c1)C(=O)O,-4%,-2%,-9%,-2%,i,
COc1ccc(NC(=O)CN(C)S(=O)(=O)c2ccc3c(c2)CCC(=O)N3)c(OC)c1,-6%,3%,-1%,-16%,0.5%,
C/C(=N\N=C(/N)SC1CC(=O)N(c2ccc(Cl)c(Cl)c2)C1=O)c1cccs1 (stereo not given),?,-16%,-2%,-3%,0.2%,
COCCCN(C(=S)Nc1ccc(C)cc1Cl)C(C)c1ccncc1 (stereo not given),-4%,3%,2%,-6%,0.5%,

# Some of these compounds in order of SMILES length, low to high:
SMILES,H37Rv inhibition,M. tuberculosis,influenza NS1A,Salmonella PhoP GFP,VEEV TC-83 Vero,others
CSc1ccccc1NC(=O)Cc1ccccc1,3%,2%,-4%,0%,0.7%,
Cn1c(C(=O)OCC(=O)NCc2ccco2)cc2sccc21,-2%,-3%,0%,9%,0.8%,
Cc1cccc(NC(=O)c2ccccc2OCC(=O)N2CCCC2)c1C,-2%,-3%,nt,-21%,nt,
O=C(CCC(=O)c1ccc(F)cc1)NC1CCCN(Cc2ccccc2F)C1 (stereo not given),-7%,-7%,-5%,-4%,0.4%,
CC(C)(C)NC(=O)NC(=O)CSc1n[nH]c(-c2ccccc2Br)n1,0%,30%,-3%,-2%,2.5%,
O=S(=O)(c1cccc(F)c1)N1CCC(CO)(Cc2cccc(F)c2)CC1,11%,-2%,12%,-53%,2.2%,
C#CCNC(=O)C1=C[C@H](C2CCCCC2)[C@@H](CCCO)[C@H](OCC)O1,4%,21%,0%,10%,i,

# Other records follow:
SMILES,H37Rv inhibition,M. tuberculosis,influenza NS1A,Salmonella PhoP GFP,VEEV TC-83 Vero,others
Cc1c(C)n(C(=O)CSc2nccn2C)c2ccccc12,-10%,14%,1%,-2%,i,
CN(C(=O)CSc1nc2ccc(Cl)cc2[nH]1)C1CCS(=O)(=O)C1 (stereo not given),4%,12%,2%,nt,1.3%,
COc1ccc(OCC(=O)OCC(=O)N2C(C)CCCC2C)cc1 (stereo not given),45%,24%,0%,nt,5.5%,
O=C(Nc1ccc(F)c(Cl)c1)c1nsc(Cl)c1Cl,6%,-6%,3%,-1%,9.0%,
CCSc1ccc2nnc(-c3ccc(F)cc3)n2n1,-10%,12%,0%,-12%,1.3%,
CC(C)(C)OC(=O)C[C@@H]1C/C=C\C[C@@H](CC(=O)NCCO)C(=O)N[C@H](Cc2c[nH]c3ccccc23)COC1=O,-6%,29%,0%,nt,0.0%,
COc1cc(OC)cc(C(=O)N[C@H](C(=O)Nc2nc3c(s2)CCCC3)C(C)C)c1,-1%,28%,12%,-1%,1.4%,
Cc1[nH]n(C(N)=S)c(=O)c1N=Nc1ccc(Cl)cc1Cl,43%,?,-9%,8%,0.6%,
Cc1cccc(CSc2ccc(-c3cccs3)nn2)c1,10%,69%,-7%,-10%,i,VEEV TC-83 Vero 10K pilot screen=0.6
Cc1ccc(CNC(=O)CCSCc2ccccc2F)cc1,5%,55%,-8%,-10%,i,
CCOC(=O)N1CCC(NC(=O)CC2C(=O)NCCN2Cc2cccc(F)c2F)CC1 (stereo not given),-16%,-15%,5%,-7%,0.4%,
O=C(Nc1ccccc1Cl)C1CCN(Cc2cnn(-c3ccccc3)c2-n2cccc2)CC1,22%,69%,15%,-6%,14%,

# Screens as filed in PubChem.
